# Screening results (PubChem BioAssay)
# DAX1 inh-1 = DAX1 (NR0B1) inhibition, primary screen; HEK293T StAR-luciferase reporter, SF-1/DAX-1 repression relief; inhibition, % at 6.8 µM; 1.1% of 370,000 active; AID 652010;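 active = inhibition above the mean over all tested compounds plus 3 SD, cut at about 3.6% in these data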;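 note: 0% = DAX-1 cells with DMSO and 100% = cells lacking DAX-1 with DMSO; higher inhibition means more luminescence from relief of DAX-1 repression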
# PG9 binder = PG9 antibody binding by small molecule; TR-FRET gp120-PG9 antibody binding; inhibition, % at 6.7 µM; 0.43% of 360,000 active; in the data active = inhibition above about 8.5%
# DAX1 inh-2 = NR0B1 (DAX1) inhibition; P51843; HEK293 Gal4-DAX1 luciferase reporter, luminescence; inhibition, % at 6.75 µM; 0.99% of 340,000 active; AID 504766;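 active = inhibition above the mean over all tested compounds plus 3 SD, cut at about 4.2% in these data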;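 note: 0% = DAX1-transfected cells with DMSO and 100% = empty-vector control cells with DMSO; inhibition shows as a rise in luminescence from relieved DAX1 repression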
# Target sequence (P51843 207-470 limits assumed): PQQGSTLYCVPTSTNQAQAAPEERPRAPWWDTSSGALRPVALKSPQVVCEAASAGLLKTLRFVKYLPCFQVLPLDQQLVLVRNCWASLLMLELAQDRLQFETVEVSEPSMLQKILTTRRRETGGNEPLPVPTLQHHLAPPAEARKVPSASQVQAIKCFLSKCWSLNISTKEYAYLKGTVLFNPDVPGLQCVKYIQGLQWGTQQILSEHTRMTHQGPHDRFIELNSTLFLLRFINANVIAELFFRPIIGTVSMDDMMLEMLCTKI
# SMARCA2 act = activators of SMARCA2 function; MG213 cells, MMTV-luciferase reporter, dexamethasone, overnight; activation, % at 9.1 µM; AID 652017; 1% of 370,000 active; in the data active = activation above about 7.8%;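 note: 0% = vehicle wells and 100% = reference activator wells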
# PLCb3 inh = PLC-beta3 (human) inhibition, primary screen; 0.18% of 370,000 active; Purified PLC-beta3, fluorogenic substrate, fluorescence; inhibition, % at 12.2 µM; in the data active = inhibition above about 11%;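 note: 0% = median of compound wells on plate and 100% = full blocker control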
# NR1D1 modulator = modulators of human Rev-erb alpha DNA binding. 0.79% of 370,000 active. AID 1259318. P20393. activity, % at 10 µM. Rev-erbα–FITC-DNA binding, fluorescence polarization, 90 min;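 active = activity above about 14%, limit read from the data; passing the limit was not always enough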;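 note: 0% = DMSO wells with 35 nM protein and 100% = DMSO wells with 750 nM protein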
# Target sequence (P20393 whole entry, looked up): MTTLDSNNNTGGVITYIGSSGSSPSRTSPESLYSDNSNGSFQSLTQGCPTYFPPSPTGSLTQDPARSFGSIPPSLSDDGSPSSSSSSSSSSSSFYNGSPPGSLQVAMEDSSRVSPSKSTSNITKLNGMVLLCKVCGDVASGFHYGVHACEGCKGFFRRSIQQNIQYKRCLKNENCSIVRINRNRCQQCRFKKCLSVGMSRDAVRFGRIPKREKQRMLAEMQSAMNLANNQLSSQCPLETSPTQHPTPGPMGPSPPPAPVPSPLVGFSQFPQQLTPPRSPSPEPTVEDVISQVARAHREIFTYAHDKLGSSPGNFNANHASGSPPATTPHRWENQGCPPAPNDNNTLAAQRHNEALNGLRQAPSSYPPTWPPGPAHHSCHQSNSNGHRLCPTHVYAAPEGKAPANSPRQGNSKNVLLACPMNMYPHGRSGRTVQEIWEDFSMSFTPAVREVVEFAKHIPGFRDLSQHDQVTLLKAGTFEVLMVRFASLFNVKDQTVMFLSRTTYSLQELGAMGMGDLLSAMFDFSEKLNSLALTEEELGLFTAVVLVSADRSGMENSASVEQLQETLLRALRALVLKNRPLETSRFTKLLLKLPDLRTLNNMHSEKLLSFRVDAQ
# ssDAF12 agonist = activators of S. stercoralis DAF-12 nuclear receptor | HEK293 ssDAF-12/GRIP1 lit1-tk-luc reporter, luminescence; % of 3 µM dafachronic acid response | 1% of 370,000 active | activation, % at 6.8 µM;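 active = activation above the mean over all tested compounds plus 3 SD, cut at about 0.9% in these data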;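 note: 0% = DMSO-only wells and 100% = 3 µM delta7-dafachronic acid wells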
# hcDAF-12 act = H. contortus DAF-12 activation, primary screen; HEK293 hcDAF-12 lit1-tk-luc reporter, luminescence; 0% DMSO, 100% Δ7-dafachronic acid; activation, % at 6.8 µM; 1.4% of 370,000 active; AID 652067;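 active = activation above the mean of all tested compounds plus 3 SD, cut at about 5.5% in these data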;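 note: 100% = response to 3 µM Δ7-dafachronic acid high control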
# HGIII-sPLA2 inh = Blocks human group III sPLA2 activity. Q9NZ20. QFRET BODIPY PC-A2 liposome hydrolysis, fluorescence. inhibition, % at 12.2 µM. 0.56% of 370,000 active. AID 743126;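 active = inhibition above mean plus 3 SD of compounds lying within the high and low control bounds, cut at about 19% in these data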;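 note: 0% = median of test compound wells and 100% = no enzyme DMSO wells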
# hgDAF12 agonist = hgDAF-12 agonism, primary luciferase screen; HEK293 GAL4-hgDAF12 UAS-luciferase reporter, agonist luminescence; normalized to butyrate control; activation, % at 6.8 µM; 1.8% of 370,000 active; AID 687014;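 active = activation above a cutoff set at the mean of all screened compounds plus 3 SD, cut at about 10% in these data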;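 note: 0% = DMSO wells and 100% = sodium butyrate wells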
# GAA850 FXN act = activators of GAA850 frataxin (FXN) promoter; HEK293 lucGAA850 FXN promoter luciferase reporter, 24 h; percent of 10 µM SAHA response; activation, % at 6 µM; 0.56% of 360,000 active;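 active = activation above the average of all compounds screened plus 3 SD, cutoff fixed separately per campaign, cut at about 7.5% in these data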;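 note: 0% = DMSO wells and 100% = 10 µM SAHA wells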
# * = called active by the depositor; i = inactive; / = no result given. Compounds were not picked by outcome; any-hit rate near 7%.
SMILES,DAX1 inh-1,PG9 binder,DAX1 inh-2,SMARCA2 act,PLCb3 inh,NR1D1 modulator,ssDAF12 agonist,hcDAF-12 act,HGIII-sPLA2 inh,hgDAF12 agonist,GAA850 FXN act
O=c1[nH][nH]c(=O)c2c1[nH]c(=S)n2Cc1ccccc1,-0.6,0.9,1.3,-3.2,0.4,7.3,-1.2,-0.8,10.8,0.9,1.2
COc1ccc2c3c([nH]c2c1)[C@]1(CCNC=O)Nc2ccccc2C1=NCC3,/,/,/,/,-12.5,-6.6,-0.5,5.5,12.7,2.4,/
O=C(Nc1ccccc1Cl)c1cc(C2CCCN(C(=O)CCCc3ccccc3)C2)on1 (configuration not stated),-2.2,-0.4,/,-1.9,-3.2,7.6,-1.8,-1.1,-24.4,-1.3,1.6
COC(=O)c1ccccc1NC(=O)CSc1ccccc1,0.1,0.3,-1.5,-1.7,-0.5,2.7,-0.8,0.6,2.5,1.7,3.4
Cc1ccc(C(=O)NCc2ccccc2)c(F)c1F,1.1,-1.3,1.6,-2.2,2.3,3.2,-1.9,-0.9,4.8,2.6,1.5
COc1ccc2[nH]c3c(c2c1)CCN[C@]31C(=O)N(Cc2ccccc2)c2ccccc21,-1.3,/,/,-2.5,3.6,-3.5,-1.4,-1.9,-9.4,-3.6,/
N#Cc1c(N2CCCCC2)nc(N)c2c(N)nc3c(c12)CC(CCl)O3 (configuration not stated),-2.5,21.5*,-1.7,-2.7,i,-2.0,-2.5,-3.0,-0.1,-4.9,-0.7
CCOC(=O)c1[nH]c(C)c(C(=O)N2CCCC(Nc3ccc(C)c(C)c3)C2)c1C (configuration not stated),0.2,-1.1,0.5,-2.4,-2.0,2.3,-0.8,0.4,3.0,-1.1,-0.1
CC12CN3CC(C)(CN(C1)C3c1ccc(Cl)cc1Cl)C2O (configuration not stated),0.7,0.2,2.2,-2.4,2.8,-1.6,-1.9,-1.1,8.5,-0.9,-1.2
Cc1nc(N2CCN(c3ccc(Cl)cc3)CC2)[nH]c(=O)c1C,-0.3,0.2,0.0,-0.8,-2.2,-1.6,-2.1,-2.2,3.5,1.6,-0.1
O=C1Nc2ccc(F)cc2C12Nc1ccccc1-c1nnc(SCc3ccccc3Cl)nc1O2 (configuration not stated),-0.4,2.7,-0.5,0.0,-1.5,5.0,-1.1,-0.2,0.0,-1.3,-1.7
CC/C(=N\NC(=O)c1ccccc1Cl)c1ccc(Br)s1,-0.5,-1.7,0.5,-2.9,1.9,3.5,-1.1,-2.2,0.4,1.5,4.9
COc1cc(CNc2ncnc3c2ncn3[C@H]2CN(Cc3cccc4ccccc34)C[C@@H](CO)O2)cc(OC)c1OC,-1.8,-1.9,/,0.2,0.6,4.4,-1.8,-1.1,-41.6,-2.7,-1.5
COc1ccc(C(CC(=O)O)NC(=O)COc2ccccc2)cc1 (configuration not stated),0.9,-0.4,1.1,2.0,-2.6,-3.5,-0.7,0.5,1.5,-0.2,0.3
CCOc1ccc(NC(=O)CN(c2cc(C)cc(C)c2)S(=O)(=O)c2c(C)noc2C)cc1,0.3,-1.0,1.1,-0.8,-0.3,-1.2,-0.7,-0.7,3.3,-1.2,1.0
COc1ccc(NC(=O)c2ccco2)cc1S(=O)(=O)N1CCOCC1,1.3,-0.3,-1.0,-1.4,-0.6,6.0,-1.9,-1.1,-0.8,5.2,2.0
Cc1ccc([N+](=O)[O-])cc1S(=O)(=O)NCC1COc2ccccc2O1 (configuration not stated),-2.0,-0.8,1.1,-0.6,-11.8,5.9,-1.1,-0.3,-2.7,-0.9,1.4
CC1=C(C(=O)N(C(C)C)C(C)C)CC(CC(=O)NCc2cccs2)C(=O)N1Cc1ccc(C(C)(C)C)cc1 (configuration not stated),-1.7,0.8,/,-5.6,2.4,-2.9,-1.4,-1.3,-2.6,1.3,/
Nn1c(SCC(=O)Nc2cccc(F)c2)nnc1C1CCCCC1,0.5,-1.5,-0.8,-2.7,1.0,6.4,-0.8,0.8,-2.5,-0.4,0.2
Cc1cc(C)c(C(=O)CSc2n[nH]c(-c3ccncc3)n2)c(C)c1,-0.3,-1.4,-0.4,-0.8,2.6,6.1,-0.9,-1.7,-8.4,-2.3,2.4
COc1cnc(-c2ccccn2)nc1Oc1ccccc1Cl,-0.3,0.0,-1.1,3.0,4.0,1.3,-1.6,-0.4,0.9,-1.4,3.0
CC(C)OC(=O)C(C)Nc1n[nH]c(=S)[nH]c1=O (configuration not stated),0.0,-0.6,-0.8,-4.1,2.9,-1.0,-0.6,-1.3,13.1,5.7,0.1
CCc1nc2ccc(C(=O)Nc3cccc(NS(C)(=O)=O)c3)cn2c1N(CC)Cc1cccc(Br)c1,-1.6,0.3,/,-0.3,-27.0,-1.0,-0.8,-2.2,-36.6,2.0,-3.5
CCOc1ccc(NC(=S)N2CCN(S(=O)(=O)c3ccc(OC)cc3)CC2)cc1,-0.2,-0.8,0.0,-2.2,-8.5,0.7,-1.1,-0.7,2.1,0.2,-0.7
Cc1cc(C)n(-c2nc(O)cc(=O)[nH]2)n1,-0.2,-0.1,4.8*,0.7,1.3,2.7,-0.6,0.1,5.0,1.3,-0.2
Cc1cccc(-c2c(NC(=O)c3ccco3)oc3ccc(Cl)cc3c2=O)c1,-0.4,0.1,0.2,0.8,-26.4,-0.6,-1.1,1.5,1.2,-1.4,0.8
COc1ccc(N2C(=O)c3n[nH]c(C)c3C2c2ccc(F)cc2)cc1 (configuration not stated),1.5,-0.1,/,0.1,0.2,0.1,-0.7,2.2,4.8,1.9,/
CCc1nc(SCc2nc3ccccc3[nH]2)c2oc3ccccc3c2n1,-1.9,-0.5,-0.8,-0.5,-17.0,-0.2,-0.1,-1.0,-9.0,-2.7,0.6
COCCN(C(=O)c1ccco1)c1nc(-c2ccccc2)cs1,-0.1,-2.8,-1.6,4.1,-6.6,9.4,-1.0,-0.2,-0.2,2.3,2.8
CC(=O)c1ccc(NC(=O)COC(=O)C2CC3C=CC2C3)cc1 (configuration not stated),1.0,0.0,0.6,2.1,-1.3,3.4,0.4,1.7,-1.5,9.6,1.6
CCOc1ccccc1NC(=S)Nn1cnnc1,1.0,-2.9,0.0,-0.6,-4.0,-1.3,-0.8,-0.5,8.7,1.7,3.7
COc1c(-c2ccccc2)oc2c(ccc3occc32)c1=O,0.6,-1.5,1.3,-4.2,-175.7,-3.1,-1.7,-1.7,-10.5,0.1,2.1
O=C(c1cc(N2C(=O)C3C4CCC(C4)C3C2=O)ccc1Cl)N1CCCCCC1 (configuration not stated),0.5,0.1,0.5,-4.5,-8.5,-6.6,-1.0,0.5,-0.6,-1.0,-0.8
Cc1ccnc(NS(=O)(=O)c2ccc(NC(=O)c3cc(-c4ccccc4)nc4ccccc34)cc2)n1,0.7,-1.1,-0.9,-0.9,-2.2,-2.5,-1.2,-0.6,-28.5,-1.9,0.0
C=CCN1C(=O)c2ccc(C(=O)N3CCN(S(=O)(=O)c4cc(C)ccc4C)CC3)cc2C1=O,2.0,-0.4,-0.8,-5.4,-6.9,-1.2,-1.1,-0.9,6.8,1.8,3.2
O=C(NCc1ccc(N2CCCC2=O)cc1)c1cn(Cc2ccccc2)nn1,0.9,-0.9,0.5,-3.1,-1.6,7.8,-1.1,-0.3,1.9,1.7,1.6
Cc1cc(C(=O)OCC(=O)N(CC(C)C)c2c(N)n(Cc3ccccc3)c(=O)[nH]c2=O)c2ccccc2n1,1.6,-0.4,0.3,-0.2,-10.0,2.6,0.1,0.4,-1.1,2.1,-1.8
O=[N+]([O-])c1cc(C(F)(F)F)ccc1N1CCN(CCO)CC1,0.8,1.5,2.3,-2.4,-4.5,-3.3,-2.1,-0.8,-2.5,-1.4,0.7
COc1ccc2cc(/C=N/NC(=O)CSCc3ccc([N+](=O)[O-])cc3)c(Cl)nc2c1,0.3,-1.3,-0.3,0.1,-16.2,-3.8,-1.6,3.2,-2.8,1.2,0.1
O=C(CNC(=O)c1n[nH]c2ccccc12)Nc1cc(Cl)ccc1Cl,1.2,-0.2,0.8,1.9,-4.4,8.3,-0.7,-1.4,-4.2,-2.0,-0.7
NS(=O)(=O)c1cccc(NC(=O)CN2CCC(Cc3ccccc3)CC2)c1,1.5,-1.1,0.5,-5.3,2.0,0.9,-0.9,-1.6,-11.1,-2.8,0.1
Cc1cc(C)c2nc(SCC(=O)NCC3CCCO3)c(C#N)cc2c1 (configuration not stated),0.4,-1.4,-0.5,-2.8,-10.6,60.0*,-1.2,-0.3,5.1,1.8,-0.9
COc1ccc2c(=O)c(C(=O)NCCc3ccccc3)c[nH]c2c1,-2.0,0.7,1.4,4.2,-6.0,-3.4,-0.4,4.1,1.6,4.2,4.2
CCOc1ccc(NS(=O)(=O)c2ccc(C(=O)N(C)CC(=O)Nc3ccc(OC)cc3)cc2)cc1,-1.7,1.2,0.5,2.7,1.8,-1.6,-1.4,-0.6,-21.1,-2.2,0.8
Cc1cc(C=O)c(C)n1-c1ccc(NC2CCCCC2)c([N+](=O)[O-])c1,0.2,0.3,-1.1,-0.7,-3.7,-1.9,-1.5,-2.5,1.9,-3.9,0.8
CCc1c(O)nc2sc3ccccc3n2c1=O,0.5,0.4,0.2,-0.3,-0.9,1.4,-0.5,1.4,15.2,1.9,1.0
COC(=O)c1ccc(C2C(C#N)=C(N)Oc3cc(N)ccc32)cc1 (configuration not stated),0.1,-0.6,-1.6,0.2,-26.9,6.9,-1.4,-0.8,-13.1,-2.2,2.4
CN(C)CCn1ccc(O)c(Cc2ccc(Cl)cc2)c1=O,-0.1,-1.9,2.0,-0.6,-3.1,-0.1,-0.8,0.5,3.5,1.1,1.7
CCn1c(=O)[nH]c2cc(C(=O)Nc3cc(C)cc(C)c3)ccc2c1=O,-0.6,0.9,-0.3,-2.3,-0.3,0.9,-0.1,-0.6,3.6,-2.1,0.8
O=C(O)c1cc(NC(=O)c2ccc3c(c2)C(=O)N(Cc2ccccc2)C3=O)cc(C(=O)O)c1,-0.3,-0.3,0.0,-1.2,-4.5,0.2,-0.6,-0.1,3.0,1.8,0.4
C[C@H]1CN([C@@H](C)CO)C(=O)CCCn2nncc2CO[C@@H]1CN(C)C(=O)c1ccncc1,0.0,0.4,1.8,-1.0,6.6,-0.8,-1.7,-1.2,8.0,-0.9,-1.7
O=C(CN1N=C(c2ccccc2)CCC1=O)NCc1ccccc1,-0.3,-1.5,0.1,0.9,-4.2,-3.9,-0.7,2.1,-2.6,0.6,4.4

# Fetched by structure from the entries so far (two):
SMILES,DAX1 inh-1,PG9 binder,DAX1 inh-2,SMARCA2 act,PLCb3 inh,NR1D1 modulator,ssDAF12 agonist,hcDAF-12 act,HGIII-sPLA2 inh,hgDAF12 agonist,GAA850 FXN act
CCn1c(=O)[nH]c2cc(C(=O)Nc3cc(C)cc(C)c3)ccc2c1=O,-0.6,0.9,-0.3,-2.3,-0.3,0.9,-0.1,-0.6,3.6,-2.1,0.8
COC(=O)c1ccc(C2C(C#N)=C(N)Oc3cc(N)ccc32)cc1 (configuration not stated),0.1,-0.6,-1.6,0.2,-26.9,6.9,-1.4,-0.8,-13.1,-2.2,2.4
